# Screening data as filed in PubChem.
# Epigenetic reg: epigenetic control regulation, reporter derepression; AID 1865; 280,000 tested, 0.2% active; murine LDR cells, GFP reporter derepression, 30 h; Potency, µM (highest dose often 53.9 µM), for the others: at the top dose GFP activation, hits mostly activators; note: % of control where 0% means no effect; nearly all actives have a fitted effect of over 60% in size
#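 GFP-positive cell count by laser-scanning cytometry (objects 20–120 um) after 30 h, 37 C compound exposure of murine LDR cells; reporter is CMV-GFP integrated at a silenced locus, inducible by HDAC or DNMT inhibitors.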
# aGlu spleen mod: inhibits or activates alpha-glucosidase in human spleen homogenate; P10253; human spleen homogenate, 4-MU-alpha-glucoside fluorescence; Potency, µM (top dose mostly 79.9 µM), inactives show at the top dose activity change, negative = inhibition, hits mostly inhibitors; 240,000 tested, 0.006% active; AID 2112;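 note: 0% = enzyme with vehicle and -100% = no enzyme basal signal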
#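 AC50 values come from Hill-equation fits of concentration-response data, normalized to no-enzyme and full-activity controls. Enzyme source: 1 ug human spleen homogenate; 1 mM fluorogenic 4-MU glucoside, pH 5.0 citrate buffer, 37 C, 40 min.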
# GAA glycogen mod: inhibitors or activators of human alpha-glucosidase glycogen cleavage. P10253. recombinant GAA, glycogen substrate, Amplex Red glucose oxidase fluorescence. Potency, µM (top dose mostly 76.4 µM), for the others: at the top dose activity change, negative = inhibition, usual class: inhibitors. 300,000 tested, 0.38% active. AID 2100;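 note: 0% = full enzyme reaction and -100% = no-enzyme basal signal; the screen sought inhibitors and activators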
#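 Recombinant enzyme (4 nM final) with compounds titrated up to 77 uM and bovine liver glycogen (30 ug) in citrate pH 5.0, 0.01% Tween-20, 37 C 40 min. Released glucose detected by Amplex Red/glucose oxidase (Ex 573/Em 610); AC50 from Hill fits.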
# aGal spleen mod: inhibitors or activators of human alpha-galactosidase in spleen homogenate | human spleen homogenate, 4MU-alpha-Gal fluorescence, 40 min | 240,000 tested, 0.008% active | Potency, µM (series often up to 80 µM), without a hit: at the top dose activity change, negative = inhibition, actives largely listed as inhibitors | AID 2107 | P06280;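 note: 0% = enzyme with vehicle and -100% = no enzyme basal signal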
#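 Inhibition or activation of alpha-galactosidase in human spleen homogenate is scored by 4-MU fluorescence after 40 min at 37C, pH 5.0, with 1 mM substrate. AC50s come from concentration-response fitted to the Hill equation.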
# NPSR antag: neuropeptide S receptor (human) antagonism, cAMP; AID 1461; CHO-NPSR cells, cAMP TR-FRET, antagonist mode; Potency, µM (series often up to 38.3 µM), for inactives: at the top dose activity change, negative = inhibition, usual class: inhibitors; Q6W5P4; 220,000 tested, 1% active; note: % is set by controls: 0 for no effect and ±100 for the full control effect; nearly all actives have a fitted effect of over 50% in size; many of its hits are not listed in these tables
# Target sequence (Q6W5P4 whole entry, looked up): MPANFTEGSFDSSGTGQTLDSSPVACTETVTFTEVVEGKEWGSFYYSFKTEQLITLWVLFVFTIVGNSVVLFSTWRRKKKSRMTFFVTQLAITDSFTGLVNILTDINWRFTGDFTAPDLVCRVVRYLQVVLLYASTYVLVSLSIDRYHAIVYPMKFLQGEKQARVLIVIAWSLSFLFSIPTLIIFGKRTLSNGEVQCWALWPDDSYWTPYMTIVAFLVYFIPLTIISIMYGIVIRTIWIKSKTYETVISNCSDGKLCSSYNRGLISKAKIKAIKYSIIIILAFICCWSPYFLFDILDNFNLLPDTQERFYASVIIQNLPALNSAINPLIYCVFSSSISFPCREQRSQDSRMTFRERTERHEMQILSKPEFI
# Tau fluor counter: counter-screen for tau fibril formation inhibitors | tau K18 P301L (four-repeat tau fragment) Alexa594 fluorescence, heparin fibrillization | Potency, µM (doses to about 57.7 µM), inactives show at the top dose activity change, negative = decrease | 280,000 tested, 0.93% active; note: % is set by controls: 0 for no effect and ±100 for the full control effect; nearly all actives have a fitted effect of over 55% in size
#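 Human K18 P301L tau (15 uM unlabeled plus 0.24 uM Alexa 594-labeled, final) in 100 mM sodium acetate pH 7 was mixed with compound and 20 uM heparin and incubated 6 hr at 37 C.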
# ALDH1A1 inh: blocks purified human ALDH1A1 activity | Purified ALDH1A1, NADH fluorescence, propionaldehyde substrate | P00352 | AID 1030 | 220,000 tested, 7.3% active | Potency, µM (titrated, usually from 75.3 µM), without a hit: at the highest dose activity, negative = inhibition, actives largely listed as inhibitors; active = well fitted inhibition curve with a large enough effect, not every such curve was filed as active; inconclusive = small, poorly fitted or top-dose-only effect, or another doubt; inactive = no such curve, though single readings can be large or run the other way;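 note: plate controls were no enzyme wells and a reference inhibitor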
# Target sequence (P00352 whole entry, looked up): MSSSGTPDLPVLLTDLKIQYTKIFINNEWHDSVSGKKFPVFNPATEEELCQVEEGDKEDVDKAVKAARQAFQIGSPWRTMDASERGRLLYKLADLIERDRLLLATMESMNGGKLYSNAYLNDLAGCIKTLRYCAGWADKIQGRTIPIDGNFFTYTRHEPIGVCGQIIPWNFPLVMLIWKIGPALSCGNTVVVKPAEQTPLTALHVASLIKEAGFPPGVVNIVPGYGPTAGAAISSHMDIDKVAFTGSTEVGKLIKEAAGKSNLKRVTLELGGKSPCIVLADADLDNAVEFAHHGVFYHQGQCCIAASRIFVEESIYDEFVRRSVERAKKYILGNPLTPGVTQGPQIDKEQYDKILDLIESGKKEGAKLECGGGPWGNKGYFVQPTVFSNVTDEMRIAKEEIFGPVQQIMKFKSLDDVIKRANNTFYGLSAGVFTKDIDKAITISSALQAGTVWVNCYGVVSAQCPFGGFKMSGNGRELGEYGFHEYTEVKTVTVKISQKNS
# GAA inhib: inhibitors of human lysosomal alpha-glucosidase | Potency, µM (series often up to 76.9 µM), for inactives: at the top dose activity change, negative = inhibition, usual class: inhibitors | 200,000 tested, 0.005% active | purified human GAA, 4-MU-alpha-glucoside fluorescence | P10253;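 note: plate controls were uninhibited enzyme wells for no effect and no-enzyme background for full effect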
#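 Compounds are titrated up to 77 uM against 4 nM human enzyme. Substrate 4-methylumbelliferyl-alpha-D-pyranoside (400 uM) reacts 20 min at room temperature in pH 5.0 buffer; liberated 4-methylumbelliferone is read at 440 nm.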
# An asterisk follows results filed as active; ? = inconclusive; nt = not tested or not shown; ! = repeats disagree; [ ] = remark or other dose. Unless noted, calls come from the whole dose curve; as a rule, active = well fitted curve in the direction sought with a large enough effect; inconclusive = small, poorly fitted or top-dose-only effect, or another doubt; inactive = no such curve, though single readings can be large; an effect the other way counts as inactive or inconclusive. Potency is the fitted concentration of half-maximal effect. Only part of the results is shown; the hit share may differ from the screen's.
SMILES,Epigenetic reg,aGlu spleen mod,GAA glycogen mod,aGal spleen mod,NPSR antag,Tau fluor counter,ALDH1A1 inh,GAA inhib
Cc1nc2nc(-c3cccs3)cn2nc1C,1.9%,6%,-16%,8%,19%[46.1 µM],-8%,?,-8%
Fc1cc(Cl)c(OCc2noc(-c3ccsc3)n2)c(Cl)c1,1.6%,-1%,6%,-6%,4%,-13%,8%,1%
CCCCCCCC#Cc1ccccc1/C=N/S(=O)c1ccc(C)cc1 (stereo unspecified),-1.6%[10.1 µM],1%[17.4 µM],-5%,17%[17.5 µM],18%,-12%[11.6 µM],20µM*!,0%
CCOc1cc(NC(=O)CCl)c(OCC)cc1NC(=O)CCl,0.4%,-1%,-5%,1%,-52%,-16%,nt,nt
Cc1onc(-c2ccccc2Cl)c1C(=O)Nc1ccccc1C(N)=O,-1.5%,-9%,9%,1%,-3%[46.1 µM],-1%,?,-2%
CCOC(=O)c1[nH]c2ccccc2c1NC(=O)CC,-2.4%,2%,-1%,-3%,-13%[46.1 µM],-6%,-5%,-2%
C/C(=C\c1ccco1)C1Nc2cccc3cccc(c23)N1,4.4%,-12%,?,-3%,-8%[46.1 µM],?,10µM*,6%
CC(C)=CC[C@@H](O)C1=CC(=O)c2c(O)ccc(O)c2C1=O,1.1%,-7%,nt,-2%,nt,?,?,nt
COc1ccc(C(=O)NNC2=NC(C)(C)Cc3cc(C)c(C)cc32)cc1,1.5%,-12%,-10%,-20%,1%[46.1 µM],-11%,14%,2%
O=c1oc2ccccc2c(Nc2ccc(Cl)cc2)c1[N+](=O)[O-],0.1%,8%,-7%,11%,-12%,?,nt,nt
Cc1cccc(OCCCCNCc2ccccc2)c1,0.0%,-13%,-1%,7%,2%,-11%,-3%,4%
CSCCC(C(=O)N1CC2(C)CC1CC(C)(C)C2)N1C(=O)c2ccccc2C1=O (stereo unspecified),-1.0%,1%,-1%,1%,-31%,-3%,?,-4%
O=C(Nc1ccc(N2CCOCC2)cc1)c1cc(F)c(F)cc1Cl,0.0%,6%,13%,10%,2%,-1%,-1%,0%
CCOC(=O)c1[nH]c(COC(=O)c2ccccc2NC(=O)c2ccco2)c(C(=O)OCC)c1C,0.2%,-2%,6%,9%,-15%[46.1 µM],-20%,?,-1%
CCOC(=O)C(C)Oc1ccc(=O)n(-c2ccccc2)n1 (stereo unspecified),-1.0%,1%,3%,13%,-9%[46.1 µM],-5%,-4%,1%
O=c1oc2cc(O)ccc2c2oc3cc(O)ccc3c12,-1.0%,?,-1%,?,-24%,25µM*[quencher],?,?
Cc1c(C)n(CCc2c[nH]c3ccccc23)ccc1=O,10%,nt,2%,-13%,9%,1%,1%,-2%
COc1cc(SC)ccc1C(=O)OCC(=O)NC1CC1,-1.3%,-14%,3%,-17%,12%,-5%,8%,5%
Cc1nc(N2CCOCC2)c2nc(-c3ccccc3)n(CCCN(C)C)c2n1,0.4%,10%,nt,0%,nt,2%,?,nt
COc1ccc(C(C(C(=O)c2cccs2)N2CCOCC2)N2CCOCC2)cc1OC (stereo unspecified),-1.0%,-13%,7%,3%,-16%[46.1 µM],-1%,?,-11%
O=C(CCn1cnc2ccccc2c1=O)Nc1ccc2c(c1)OCCO2,0.0%,-8%,-4%,-3%,-4%[46.1 µM],-8%,-15%,-7%
CC(C)(C)C(=O)COC(=O)CNC(=O)c1ccc(Oc2ccccc2)cc1,4.3%,-4%,8%,4%,?,-24%,?,-5%
CCOC(=O)c1cc(C)n(CCCN2CCOCC2)c1C,-1.0%,-5%,2%,-2%,-4%[46.1 µM],-6%,-1%,-2%
CN1CCc2cc3c(cc2[C@@H]1[C@@H]1C(=O)Oc2c1ccc1c2OCO1)OCO3,0.4%,-2%,nt,-1%,nt,-2%,7%,nt
CCOC(=O)N1CCC(N2C(=O)c3ccccc3C2Nc2ccc(C)cc2)CC1 (stereo unspecified),0.7%,-18%,-9%,2%,-15%[46.1 µM],-9%,32µM*,-4%[15.4 µM]
Cc1[nH]c2ccccc2c1NC(=O)CN1CCN(Cc2ccc3c(c2)OCO3)CC1,0.8%,14%,-2%,5%,-1%[46.1 µM],-5%,0%,-6%
CCOC(=O)C1=C(c2ccccc2)NC(=O)NC1c1cc(Cl)c(O)c(OC)c1 (stereo unspecified),-2.8%,-3%,-29%,6%,-6%,-9%,11%,-3%
c1coc(-c2ncc[nH]2)c1,-1.9%,-1%,3%,-3%,6%[46.1 µM],-2%,18µM*,2%
CCNCc1cc2cc(C)ccc2[nH]c1=O,3.9%,7%,-46%,10%,13%[46.1 µM],-8%,?,2%
Cc1c(NC(=O)c2c(N)n(-c3ccccc3)c3nc4ccccc4nc23)c(=O)n(-c2ccccc2)n1C,0.0%,-2%,3%,-9%,7%,2%,?,4%
[O-][n+]1onc2c1CCc1[nH]c(-c3ccccc3)nc1-2,1.1%,-1%,7%,1%,-2%,-14%,16%,12%
Cc1ccc(CNC(=O)Nc2ccc3c(c2)N(C)C(=O)CS3)cc1,1.3%,-1%,6%,-5%,-7%,?,2%,?
Cc1ccc(C2=NN3C(C(=O)c4ccccc4)Oc4ccccc4C3C2)cc1 (stereo unspecified),5.1%,-5%,-6%,-12%,-22%[46.1 µM],-17%,?,-3%
CC1CCN(Cc2ccc(-c3nnn(CC(=O)NC4CCCCC4)n3)cc2)CC1,0.1%,-6%,-11%,-7%,9%,0%,1%,-10%
Cc1ccc(C(=O)O)cc1N1CCCC1=O,-3.8%,-13%,2%,3%,12%,3%,4%,6%
CCc1ccccc1NC(=O)CC1CS(=O)(=O)CC1CC(=O)Nc1ccccc1CC (stereo unspecified),0.0%,-6%,15%,1%,-12%[46.1 µM],-7%,11%,1%
CCCCC(=O)Nc1ccc2c3c(cccc13)CC2,1.1%,-3%,6%,-1%,1%,-7%,?,?
N#CCc1ccc(NC(=O)Nc2cccc(Cl)c2)cc1,-5.0%,-3%,-11%,2%,-12%[46.1 µM],?,2%,-13%
NS(=O)(=O)c1ccc(NC(=S)Nc2ccc(F)c(F)c2)cc1,-3.1%,5%,-1%,9%,-3%,-14%,7%,7%
COc1ccc(C(=O)OCC(=O)NC(=O)CCSc2ccccc2)cc1,0.0%,-3%,7%,6%,19%,6%,-3%,4%

# Just Tau fluor counter, ALDH1A1 inh and Epigenetic reg, for some of the entries so far:
SMILES | Tau fluor counter | ALDH1A1 inh | Epigenetic reg
NS(=O)(=O)c1ccc(NC(=S)Nc2ccc(F)c(F)c2)cc1 | -14% | 7% | -3.1%
CCOC(=O)N1CCC(N2C(=O)c3ccccc3C2Nc2ccc(C)cc2)CC1 (stereo unspecified) | -9% | 32µM* | 0.7%

# (list continues)
SMILES,Epigenetic reg,aGlu spleen mod,GAA glycogen mod,aGal spleen mod,NPSR antag,Tau fluor counter,ALDH1A1 inh,GAA inhib
Cc1ccc2cccc(OCC(=O)c3cc(C)n(Cc4ccco4)c3C)c2n1,1.1%,nt,-13%,-3%,-34%,-4%,?,-1%
CC(=O)c1cccc(NC(=O)N2C3CCC2CC(NC(=O)C2CC2)C3)c1 (stereo unspecified),1.1%,-2%,9%,-7%,4%,-7%,4%,10%
N#Cc1c(NC(=O)COC(=O)C2CC3C=CC2C3)oc(-c2ccccc2)c1-c1ccccc1 (stereo unspecified),0.0%,-8%,-3%,-1%,-18%[46.1 µM],-29%,?,-10%
Cc1cnccc1CN(C)Cc1cn(C)nc1-c1cccc(Cl)c1,0.0%,2%,-7%,2%,18%,-5%,-9%,4%
COc1ccc(OC)c(NC(=O)COC(=O)CN(C)S(=O)(=O)c2ccc(C)cc2)c1,-1.3%,-1%,4%,2%,10%,-8%,3%,4%
Nc1c(C(=O)NCc2ccco2)c2nc3ccccc3nc2n1CCc1ccc(F)cc1,11%,8%,-7%,2%,?,?,?,-6%
CN(C)C(=O)CSc1nnc(Cc2ccccc2)n1Cc1ccco1,0.0%,1%,3%,2%,3%,0%,-13%,-23%
Cc1ccc(C(=O)NCC(=O)OCC(=O)c2cc(C)n(Cc3ccco3)c2C)cc1,0.1%,-3%,-7%,4%,6%[46.1 µM],-11%,0%,5%
O=C(Cc1ccccc1)Nc1ccccc1C(=O)O,-3.2%,-4%,-21%,7%,12%[46.1 µM],-7%,?,?
O=C(Nc1ccc2c(c1)C(=O)OC2)c1ccc(F)cc1F,0.5%,1%,8%,-4%,-10%,-13%,?,-10%[15.4 µM]
Fc1ccc(Nc2nc(-c3ccncc3)cs2)cc1,0.8%,4%,-6%,-3%,-17%,-19%,12%,6%
Cc1cccc(N2CCN(C(=O)c3ccccc3NC(=O)C3CC=CCC3C(=O)O)CC2)c1 (stereo unspecified),1.8%,-12%,-14%,8%,-12%[46.1 µM],-2%,4%,7%
COCCn1c(CN2CCN(c3cccc(Cl)c3)CC2)nc2c1c(=O)n(C)c(=O)n2C,0.8%,-16%,2%,-19%,-3%[46.1 µM],-5%,?,1%[15.4 µM]
O=C1CNC(=S)N1CCc1ccc(O)c(O)c1,-1.0%,-2%,?,0%,14%,-30%,nt,nt
Cc1ccccc1C1C(C#N)=C2N=C(N)c3c(sc4c3CCCCC4)N2C2=C1C(=O)CC(C)(C)C2 (stereo unspecified),-1.2%,-12%,-8%,6%,?,-20%,7.1µM*,0%
C=CCNC(=S)N/N=C/c1ccc(C(C)(C)C)cc1,0.0%,-17%,-29%,-2%,-35%,-18%,-7%,-7%
COCCCN1C(=O)C(O)=C(C(=O)c2ccco2)C1c1ccccc1 (stereo unspecified),-1.1%,-16%,4%,4%,?,3%,28µM*,-2%
Clc1ccc(-c2cnc3n2CCC3)cc1,-2.1%,2%,5%,1%,-1%[46.1 µM],-2%,0%,11%

# Filtered by structure: the compounds so far with a thiophene ring, fused or not
SMILES,Epigenetic reg,aGlu spleen mod,GAA glycogen mod,aGal spleen mod,NPSR antag,Tau fluor counter,ALDH1A1 inh,GAA inhib
Cc1nc2nc(-c3cccs3)cn2nc1C,1.9%,6%,-16%,8%,19%[46.1 µM],-8%,?,-8%
Fc1cc(Cl)c(OCc2noc(-c3ccsc3)n2)c(Cl)c1,1.6%,-1%,6%,-6%,4%,-13%,8%,1%
COc1ccc(C(C(C(=O)c2cccs2)N2CCOCC2)N2CCOCC2)cc1OC (stereo unspecified),-1.0%,-13%,7%,3%,-16%[46.1 µM],-1%,?,-11%
Cc1ccccc1C1C(C#N)=C2N=C(N)c3c(sc4c3CCCCC4)N2C2=C1C(=O)CC(C)(C)C2 (stereo unspecified),-1.2%,-12%,-8%,6%,?,-20%,7.1µM*,0%
